# Screening data: PubChem BioAssay, The Scripps Research Institute Molecular Screening Center
# OXTR potentiate = human OXTR potentiation; P30559; CHO-OTR cells, Fluo-8 calcium fluorescence, potentiator mode; 0% = oxytocin EC15, 100% = EC100; activation, % at 3 µM; hit rate 0.061% among 320,000; AID 2445;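 active means activation above that plate's cutoff, the mean activation of tested compounds plus 3 SD, cut at about 6.6% in these data, passing the limit was not always enough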;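 further: 100% uses oxytocin at 75 nM as the full agonist control; some results filed as inactive read as strong as hits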
# Target sequence (P30559 whole entry, looked up): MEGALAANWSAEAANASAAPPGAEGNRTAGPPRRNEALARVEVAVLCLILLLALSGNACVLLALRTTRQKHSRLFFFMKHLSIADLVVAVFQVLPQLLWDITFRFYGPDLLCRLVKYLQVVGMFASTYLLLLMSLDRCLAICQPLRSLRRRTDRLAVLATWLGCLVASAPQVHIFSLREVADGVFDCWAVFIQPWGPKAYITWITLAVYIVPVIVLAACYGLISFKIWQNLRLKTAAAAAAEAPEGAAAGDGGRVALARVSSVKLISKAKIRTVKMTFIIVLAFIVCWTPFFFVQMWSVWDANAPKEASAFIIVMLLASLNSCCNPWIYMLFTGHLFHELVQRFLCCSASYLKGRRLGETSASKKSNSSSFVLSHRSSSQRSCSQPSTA
#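 Dosing: Single dose, 3.0 µM nominal final compound concentration | Material: Human OTR in CHO cells | Technique: Kinetic Fluo-8 calcium fluorescence | Benchmarks: EC15 oxytocin alone as 0%, 75 nM oxytocin as 100% | Probe or stimulus: Oxytocin at about EC15, sub-maximal agonist stimulus | Incubation: Compound 6 min at room temperature before oxytocin, 100 s read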
# V1aR counter = activates human V1a receptor in oxytocin agonist counter-screen. CHO-V1R cells, Fluo-8 calcium fluorescence, agonist mode; 0% DMSO, 100% 3 nM vasopressin. activation, % at 3 µM. hit rate 0.25% among 320,000. AID 2797;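 active means activation above the mean activation of all tested compounds plus 3 SD, per screening run, cut at about 20% in these data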;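 further: signal is peak over basal fluorescence ratio across a 100 second FLIPR read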
# Target sequence (P37288 whole entry, looked up): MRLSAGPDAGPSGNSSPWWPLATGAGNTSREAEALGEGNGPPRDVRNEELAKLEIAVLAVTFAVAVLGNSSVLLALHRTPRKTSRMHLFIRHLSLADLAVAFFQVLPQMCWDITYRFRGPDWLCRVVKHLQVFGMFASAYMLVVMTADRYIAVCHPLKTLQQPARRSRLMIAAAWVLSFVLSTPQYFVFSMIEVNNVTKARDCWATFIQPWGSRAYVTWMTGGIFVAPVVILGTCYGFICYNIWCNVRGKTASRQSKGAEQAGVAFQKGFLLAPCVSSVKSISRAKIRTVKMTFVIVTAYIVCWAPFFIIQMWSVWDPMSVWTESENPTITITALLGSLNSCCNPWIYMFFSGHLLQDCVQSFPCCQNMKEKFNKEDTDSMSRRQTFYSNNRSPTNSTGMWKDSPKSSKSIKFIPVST
# CHO parental Ca = counter-screen: ATP calcium response change in parental CHO cells | hit rate 0.63% among 330,000 | inhibition, % at 5.6 µM | parental CHO-K1, ATP-induced calcium, Fluo-8 fluorescence;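 active means inhibition above that plate's mean sample inhibition plus 3 SD, cut at about 26% in these data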;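 further: 0% = ATP-challenged DMSO wells and 100% = DMSO wells without ATP; some compounds past the cut are filed as inactive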
#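 Material: parental CHO cells / Compound: single nominal dose of 5.6 µM per compound / Signal: Fluo-8 fluorescence / Replicates: singlicate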
# M1 antag = blocks human M1 muscarinic receptor; P11229; inhibition, % at 3 µM; AID 588852; CHO-K1 hM1, Fluo-8 calcium fluorescence, ACh EC80 antagonist; hit rate 1.3% among 360,000;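 active means percent inhibition above its own plate's cutoff, namely the mean of that plate's compound wells plus 3 SD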;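 further: peak over basal fluorescence ratio during 140 s after agonist addition; 0% = ACh EC80 plus DMSO and 100% = DMSO alone without agonist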
# TAAR1 agonist = human TAAR1 agonism | Q96RJ0 | CHO RD-HGA16 TAAR1, Fluo-8 calcium fluorescence; vehicle wells 0%, saturating PEA agonist 100% | activation, % at 3 µM | hit rate 0.99% among 360,000 | AID 624467;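 active means activation above the mean activation of all test compounds in the run plus 3 SD, cut at about 38% in these data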
#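 System: CHO-derived RD-HGA16 cells with stable Gα16 and human TAAR1. Times: 17-24 h plating, Fluo-8 75 min 37 °C, 30 min RT. Measured by: calcium-sensitive Fluo-8 signal, excitation 470-495, emission 515-575 nm. Read-out basis: % activation relative to PEA EC100 response. Control set: DMSO and PEA EC100. Repeats: no replicates (n 1).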
# CHRM1 agonist = human M1 muscarinic receptor agonism | P11229 | activation, % at 3 µM | hit rate 0.33% among 360,000 | CHO-K1 hM1, Fluo-8 calcium fluorescence, agonist mode; 0% DMSO, 100% acetylcholine EC100;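 active means activation above the run's mean compound activation plus 3 SD, cut at about 16% in these data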;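 further: peak over basal fluorescence ratio within a 140 s kinetic read after compound addition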
# OXTR agonist = activates the human oxytocin receptor | activation, % at 3 µM | P30559 | CHO-OTR cells, Fluo-8 calcium fluorescence; normalized: DMSO 0%, oxytocin 100% | hit rate 0.32% among 320,000;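 active means activation above the mean of all tested compounds plus 3 SD, cutoff set per screening run, cut at about 20% in these data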;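 further: peak over basal fluorescence ratio from a 100 s FLIPR kinetic read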
# TAAR1 antagonist = human TAAR1 antagonism; Q96RJ0; inhibition, % at 3 µM; AID 624466; hit rate 1.5% among 360,000; CHO RD-HGA16 TAAR1, Fluo-8 calcium fluorescence, antagonist;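 active means inhibition above a per-plate cutoff, the mean inhibition of test compounds on that plate plus 3 SD, cut at about 49% in these data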;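 further: 0% = DMSO plus EC80 beta-PEA response and 100% = DMSO alone without agonist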
#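 Material: RD-HGA16 CHO cells with stable hTAAR1 and Gα16; Dosing: single nominal final test compound concentration of 3 µM; Schedule: seeding 17-24 h prior, 75-min 37 °C, 30-min RT dye loading; Detection: kinetic Fluo-8 calcium fluorescence measurement; Measure: % inhibition from peak post-agonist over basal fluorescence ratio; Benchmarks: vehicle and agonist controls.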
# M1 PAM = positive allosteric modulators of human M1 muscarinic receptor. P11229. CHO-K1 hM1, Fluo-8 calcium fluorescence, ACh EC20; 0% = ACh EC20, 100% = maximal ACh. hit rate 0.088% among 360,000. activation, % at 3 µM; in the data active means activation above about 19%, passing the limit was not always enough
# Active calls of the source: *; x = no result given.
SMILES,OXTR potentiate,V1aR counter,CHO parental Ca,M1 antag,TAAR1 agonist,CHRM1 agonist,OXTR agonist,TAAR1 antagonist,M1 PAM
CN1C(=O)N(C)C(=O)C2(Cc3c(ccc4ccccc34)N(C)C2)C1=O,-7.3,-1.4,-15.2,-4.4,3.3,-2.3,-1.9,12.6,2.9
CC(/C=C(\C)Nc1ccccc1)=Nc1ccccc1,0.0,0.4,-7.4,-14.7,2.1,-3.0,0.1,8.2,15.6
C=CCn1c(O)c(C(C)=NCCCN2CCOCC2)c(=O)[nH]c1=O,0.4,1.1,-4.8,6.3,4.1,-5.8,2.3,8.8,-0.8
Cc1ccc2c(c1)CC1(CN2C)C(=O)NC(=O)N(c2ccc(C)c(C)c2)C1=O (stereo not given),-12.6,2.3,-21.4,-10.6,10.0,-1.3,0.8,1.7,-4.2
Cc1cc(C(=O)OC(C)C(=O)Nc2ccccc2)c(C)n1C1CC1 (stereo not given),x,x,x,-4.4,-1.2,1.9,x,-39.0,11.2
CCN(C=C1CC2C3CC=C4CC(O)CCC4(C)C3CCC2(C)C1=O)CC (stereo not given),x,x,x,16.6,0.7,-6.2,x,-11.0,-5.7
CCOP(=O)(OCC)C(NC(=O)CC(C)C)C(Cl)(Cl)Cl (stereo not given),-8.0,0.0,4.5,3.9,1.8,-7.5,-0.2,9.7,2.7
COC(=O)C1=C(c2ccc(OCc3ccccc3)cc2)C[C@@H]2CC[C@H]1N2C(=O)NCc1ccc(OC)cc1,x,x,x,9.4,3.5,-2.4,x,5.8,-7.9
Cn1c(CN2CCN(C(=O)COc3ccccc3)CC2)nc2cc([N+](=O)[O-])ccc21,-10.5,0.3,-10.7,3.4,-2.0,-11.5,-1.5,-15.4,-1.4
COC(=O)C1=C(c2ccc(OC(F)(F)F)cc2)C[C@@H]2CC[C@H]1N2C(=O)N1CCC(O)CC1,-4.5,0.1,-15.1,3.1,4.9,-2.2,0.6,7.9,6.7
Cc1cccc(N2C(=O)NC(=O)C3(Cc4cc(C)ccc4N(C)C3)C2=O)c1 (stereo not given),-15.4,1.9,-9.5,-26.3,7.7,-1.7,-0.1,2.7,2.8
COc1ccc(C(=O)N2C[C@H]3C[C@@H](C2)c2cccc(=O)n2C3)cc1OC,-2.4,1.0,-11.8,-12.0,1.9,-2.2,0.6,-11.4,7.7
O=C(O)Cn1cc(/C=C2\C(=O)NC(=O)N(c3ccc(Br)cc3)C2=O)c2ccccc21,-5.2,1.4,-1.8,-3.8,0.3,-2.5,0.6,-15.7,3.4
CCCn1c(C(=O)c2ccc(OC)cc2)nc2ccccc21,-1.6,0.1,-23.3,15.2,12.0,0.7,-1.4,6.5,-2.8
O=C(c1ccc2c(c1)N(Cc1ccc(F)cc1)CCS2)N1CCC2(CC1)OCCO2,-17.4,-1.8,-24.4,-8.4,-4.4,-4.9,-2.8,-6.1,3.8

# Structures above that contain four or more nitrogen atoms (two):
SMILES,OXTR potentiate,V1aR counter,CHO parental Ca,M1 antag,TAAR1 agonist,CHRM1 agonist,OXTR agonist,TAAR1 antagonist,M1 PAM
C=CCn1c(O)c(C(C)=NCCCN2CCOCC2)c(=O)[nH]c1=O,0.4,1.1,-4.8,6.3,4.1,-5.8,2.3,8.8,-0.8
Cn1c(CN2CCN(C(=O)COc3ccccc3)CC2)nc2cc([N+](=O)[O-])ccc21,-10.5,0.3,-10.7,3.4,-2.0,-11.5,-1.5,-15.4,-1.4

# Part of the list above in order of length of the SMILES, high to low:
SMILES,OXTR potentiate,V1aR counter,CHO parental Ca,M1 antag,TAAR1 agonist,CHRM1 agonist,OXTR agonist,TAAR1 antagonist,M1 PAM
COC(=O)C1=C(c2ccc(OCc3ccccc3)cc2)C[C@@H]2CC[C@H]1N2C(=O)NCc1ccc(OC)cc1,x,x,x,9.4,3.5,-2.4,x,5.8,-7.9
COC(=O)C1=C(c2ccc(OC(F)(F)F)cc2)C[C@@H]2CC[C@H]1N2C(=O)N1CCC(O)CC1,-4.5,0.1,-15.1,3.1,4.9,-2.2,0.6,7.9,6.7
CN1C(=O)N(C)C(=O)C2(Cc3c(ccc4ccccc34)N(C)C2)C1=O,-7.3,-1.4,-15.2,-4.4,3.3,-2.3,-1.9,12.6,2.9
C=CCn1c(O)c(C(C)=NCCCN2CCOCC2)c(=O)[nH]c1=O,0.4,1.1,-4.8,6.3,4.1,-5.8,2.3,8.8,-0.8
CCOP(=O)(OCC)C(NC(=O)CC(C)C)C(Cl)(Cl)Cl (stereo not given),-8.0,0.0,4.5,3.9,1.8,-7.5,-0.2,9.7,2.7
CC(/C=C(\C)Nc1ccccc1)=Nc1ccccc1,0.0,0.4,-7.4,-14.7,2.1,-3.0,0.1,8.2,15.6

# (listing goes on)
SMILES,OXTR potentiate,V1aR counter,CHO parental Ca,M1 antag,TAAR1 agonist,CHRM1 agonist,OXTR agonist,TAAR1 antagonist,M1 PAM
CC(C)C(=O)NC(Oc1ccccc1Cl)C(Cl)(Cl)Cl (stereo not given),3.7,-0.5,-20.0,-4.6,13.7,-13.3,-2.2,17.5,-2.2
O=S1(=O)CCN(CCc2c[nH]c3ccccc23)CC1,-10.4,2.1,19.3,-15.4,3.5,-2.4,1.8,6.8,13.0
COC(=O)c1cn(Cc2ccc(F)cc2)c2ccccc12,x,x,x,-19.7,-2.8,-6.6,x,-18.9,8.7
CC(=O)C1CCC2(O)C3CCC4=CC(=O)CCC4(C)C3CCC12C (stereo not given),x,x,x,-3.9,0.3,-1.9,x,5.4,0.8
C=CCC1(CC)C(=O)NC(=S)NC1=O,x,x,x,-4.5,1.7,-3.8,x,-14.1,0.7
Nc1c(C(=O)NCc2ccco2)c2nc3ccccc3nc2n1Cc1ccc(F)cc1,-4.3,1.0,-16.1,-1.1,17.9,-1.1,1.7,10.5,1.7
COC(=O)C1=C(c2cccc(OC)c2OC)C[C@@H]2CC[C@H]1N2C(=O)N1CCCCC1,-4.0,-0.4,-15.0,-7.1,13.1,-0.1,-0.1,-6.0,4.2
NC(=O)C1(N2CCCCC2)CCN(Cc2ccccc2)CC1,-4.1,0.6,-14.4,-13.2,3.0,-7.6,0.3,-18.7,9.6
CCOC(=O)C1CCN(C(C)C(=O)c2c[nH]c3ccccc23)CC1 (stereo not given),-14.0,3.1,-6.3,3.6,x,-11.1,5.2,x,0.3
COc1cccc(-n2c(CN3CCOCC3)nc3ccc([N+](=O)[O-])cc3c2=O)c1,-13.2,1.4,-17.7,5.5,9.1,-2.1,-1.3,4.2,2.1
O=c1[nH]c(=O)n(-c2cccc3ccccc23)c(O)c1/C=N/N1CCCCCC1,-4.4,1.0,-12.4,23.5,1.6,6.9,0.6,-10.8,-11.3
C#C[C@@]1(O)CCC2C3CCC4=C/C(=N/OCC(=O)NC(C(=O)O)C(C)O)CC[C@]4(C)C3CC[C@@]21C (stereo not given in full),-8.0,0.7,3.8,3.4,2.3,-2.9,0.2,5.6,-4.3
Oc1ccc2c3c1O[C@H]1c4oc5ccccc5c4C[C@@]4(O)[C@@H](C2)N(CC2CC2)CC[C@]314,-4.6,2.4,-8.6,-33.5,4.5,-7.2,0.6,-10.7,2.5
O=P(C(c1ccc2c(c1)OCO2)N1CCOCC1)(N1CCOCC1)N1CCOCC1 (stereo not given),-2.7,1.3,-6.2,-1.4,9.6,-3.4,-0.1,10.3,4.5
Cc1cc([N+](=O)[O-])c(Cl)cc1NC(=O)C(C)C,-6.3,0.2,-13.7,-3.3,0.5,-8.1,-0.9,-5.1,0.0
COC(=O)C1=C(C)NC(=S)NC1c1ccc(N(CCCl)CCCl)cc1Cl (stereo not given),x,x,x,-14.5,0.0,-4.0,x,-46.0,5.3
CC1NCCC2(O)CCCCC12 (stereo not given),-6.7,0.2,-1.1,-4.9,4.1,-1.4,1.0,-11.5,2.4
COC(=O)C1=C(c2ccc(-c3ccccc3)c(F)c2)C[C@@H]2CC[C@H]1N2C(=O)NCCCOC(C)C,-3.6,2.8,-20.8,-5.5,14.3,7.3,0.3,-8.4,14.9
CCN(CC)c1ccc(C=C2C(=O)NC(=S)NC2=O)cc1,-1.8,-0.8,-2.4,11.0,17.1,-6.7,-0.1,14.9,-8.0
COc1ccc(Br)cc1CNCCc1cccc(Cl)c1,-5.8,3.9,-1.2,-1.8,49.1*,0.8,5.8,38.4,-3.0
CCOc1cccc(N2C(=O)/C(=C/c3ccco3)C(=O)NC2=S)c1,-10.8,1.5,-1.9,-3.8,0.1,1.0,1.1,1.7,14.8
Cc1ccc(N(C)C(=O)Oc2cccc3ccc(C)nc23)cc1,-3.1,-0.5,-17.9,-8.3,15.6,-0.3,-0.8,-7.0,5.8
Brc1ccc(C2N3CCCN23)cc1 (stereo not given),3.7,-0.8,-8.4,-6.2,0.9,-5.3,-0.5,-3.6,6.6
COc1cc2c(cc1OC)CN(c1ccc([N+](=O)[O-])c(C(F)(F)F)c1)CC2,-16.4,5.6,30.4,9.4,3.7,-3.1,5.7,35.5,1.3
CC12CN3CCN(C1)CC(C)(C3)C2=NO,-4.2,0.4,-4.0,-1.4,8.2,-4.7,0.7,-12.8,5.4
COc1cccc(CC(=O)N(C)C2CCCN(Cc3ccccc3F)C2)c1 (stereo not given),-11.9,1.2,-2.9,1.8,-0.7,-7.6,-0.9,-10.2,-3.2
C=CCn1c(O)c(C(C)=Nc2ccc(N(CC)CC)cc2)c(=O)[nH]c1=O,-15.2,0.9,-0.6,-0.1,5.0,-6.5,-0.5,0.1,1.2
c1ccc(C2c3ccccc3-n3nncc3CN2CC2CCCCC2)cc1 (stereo not given),x,x,x,9.2,-1.4,-8.8,x,15.4,-19.7
CCN1c2nc3c(C)cccn3c(=O)c2CC2(C(=O)N(C)C(=O)N(C)C2=O)C1C (stereo not given),-17.2,2.0,2.1,-5.6,3.2,-3.5,-0.1,7.4,6.0

# An excerpt (hit frequency here may not be typical).
